High-throughput results deposited in PubChem by several laboratories.
bCat nuc transl: modulators of beta-catenin nuclear translocation, primary screen, imaging, HeLa cells, immunofluorescence, high-content; 190,000 tested, 0.3% active; nuclear translocation activity, % at 5 µM; AID 1665, 2009;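 active = nuclear translocation activity above 50% at 5 µM, with a well cell count of 50 or more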;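 note: per-cell ratio of nuclear to cytoplasmic median beta-catenin stain intensity; plate controls were DMSO negative control for no effect and GSK-3 inhibitor IX positive control for full effect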
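System: Human HeLa cells, endogenous beta-catenin | Compound dosing: 5 µM primary, 0.02–20 µM confirmation | Timing: 24 h compound exposure at 37°C, 5% CO2 | Measured by: Fluorescence imaging of beta-catenin antibody stain plus DAPI | Read-out basis: % activation of per-cell nuclear versus cytoplasmic median beta-catenin signal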
XIAP antagonists: XIAP antagonists, biochemical, IAP family, fluorescence polarization (AID 1018) | E3 ubiquitin-protein ligase XIAP (Homo sapiens) | XIAP BIR domain, fluorescence polarization peptide displacement; higher % means a stronger effect | one-dose displacement, % at 20 µM; IC50 in µM for titrated hits | 200,000 tested, 0.007% active; in the data active = displacement above about 50%; note: a part of the inactive calls stands beside numbers as strong as those of hits
Dynein transport: inhibitors of GR-EGFP nuclear translocation, primary screen, dynein cargo transport inhibitor project, imaging, high-content, 3617.4 mouse cells; test concentration mostly 20 µM; stimulated with dexamethasone, 1 µM; stronger effect = lower value; z-score, hits read low; 220,000 tested, 0.47% active; AID 1381, 2008;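 active = plate z-score of nuclear minus cytoplasmic receptor signal below a set negative limit, without overly bright fluorescence or cell loss, cut at about -3.5 in these data, passing the limit was not always enough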;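 note: z-score of nuclear minus cytoplasmic ring GR-EGFP intensity difference per well; some compounds called inactive have numbers as strong as hits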
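Schedule: 48 h induction, then 1 h compound, then 30 min agonist, 37 °C. Buffer or medium: tetracycline-free induction medium containing charcoal-stripped FBS. Reagent: 1.0 µM final dexamethasone stimulus. Evaluation: nuclear versus cytoplasmic GR-EGFP signal, averaged per well. Signal: high-content fluorescence imaging after fixation.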
Lipid droplet: inhibitors of hepatocyte lipid droplet formation, primary screen, imaging, high-throughput imaging, BODIPY stain; inhibition, % at 6.5 µM; AML12 mouse hepatocytes, oleate lipid droplets; 240,000 tested, 0.4% active; AID 1656, 2009;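 active = lipid droplet intensity inhibited by at least 50%, with more than 500 cells counted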
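Assay system: AML12 hepatocytes (mouse) / Also added: 100 µM oleic acid challenge / Times: overnight treatment with compound plus oleate / Detection: high-content imaging of BODIPY-stained droplets and DAPI nuclei / Evaluation: % inhibition of lipid droplet signal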
CSM14.1 death rescue: rescue of cells from ER stress-induced death, primary screen, 384-well, CSM14.1, thapsigargin, ATP luminescence (AID 1222); cellular ATP content (survival), % at 20 µM; hits with a dose series show EC50 in µM; 190,000 tested, under 10 active; CSM14.1 thapsigargin-induced death rescue, ATP luminescence; higher % means a stronger effect;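 active = EC50 below 50 µM in the dose-response confirmation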;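 note: death triggered by thapsigargin at about 15 µM added after 2 h compound pretreatment; cell ATP read after overnight thapsigargin exposure of roughly 18 to 22 hours; normalized against plate controls of thapsigargin alone and 5% DMSO vehicle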
MT stabilizer: microtubule stabilizers in HeLa cells, primary screen, imaging, high-content imaging; 200,000 tested, 0.83% active; HeLa tubulin immunostaining HCS, 24 h; share of cells brighter than vehicle mean+2SD; AID 2205, 2009; % tubulin-high responders, % at 10 µM;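 active = plate Z-score above 3 for both tubulin-high and condensed-nucleus cell shares, with cell loss under 80%, at 10 µM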;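 note: anti alpha tubulin signal scored within the nucleus-defined area of each cell; some results filed as inactive read as strong as hits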
Insulin prom up: insulin promoter activators in MIN6 cells, imaging, high-content screening, mouse beta cells | MIN6 insulin promoter-GFP reporter; stronger effect = higher value | z-score at 5 µM | 190,000 tested, 0.3% active;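 active = z-score above 3 at 5 µM with at least 500 cells counted in the well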
WT yeast gro inh: growth inhibition of WT strain, primary screen, mitochondrial fusion inhibitor project, WT and mutant strains, chemical genetic; inhibition, % at 10 µM; AID 1362, 2008; mitochondrial fusion phenotypic screen; 190,000 tested, 2.1% active; in the data active = inhibition above about 58%; tested in S. cerevisiae
Autophagy HCS: autophagy modulators in MEF cells, primary screen, imaging, high-content, MEF GFP-LC3; calls only at 10 µM (by protocol); MEF GFP-LC3 puncta imaging; test concentration mostly 10 µM; 190,000 tested, 0.98% active;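 active = percentage of spot-positive cells more than 3 SD above its plate mean, without a fluorescence outlier flag or 80% toxicity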;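 note: spot-positive cell cutoff set from DMSO-treated cells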
WT yeast gro inh mutant strain: recorded beside WT yeast gro inh, whose call it bears; inhibition, %; mitochondrial fusion phenotypic screen, mutant strain inhibition
Dynein transport cytoplasmic EGFP: second read-out of Dynein transport, no call of its own (marks repeat the call); z-score; measured here: cytoplasmic GR-EGFP intensity; stronger effect = higher value
Dynein transport nuclear GR-EGFP: second read-out of Dynein transport, no call of its own (marks repeat the call); z-score; measured here: nuclear GR-EGFP intensity;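 lower value marks the stronger effect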
Dynein transport cell count: further read-out of Dynein transport, marked with its call; z-score; measured here: cell count per field
Insulin prom up cell count: second read-out of Insulin prom up, no call of its own (marks repeat the call); cell count; measured here: cytotoxicity, nuclei count;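 total cells summed across four imaged fields per well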
Lipid droplet cells 6.5 µM: recorded beside Lipid droplet, whose call it bears; cell count; measured here: cell count, cytotoxicity flag;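 cells counted across two imaged fields per well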
bCat nuc transl cell count 5 µM: second read-out of bCat nuc transl, no call of its own (marks repeat the call); cell count; measured here: cell count, cytotoxicity flag
MT stabilizer Hoechst-high %: also measured in MT stabilizer; calls as there; % Hoechst-high responders; measured here: nuclear condensation Hoechst responders;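 share of cells brighter than vehicle mean plus two SD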
MT stabilizer cytotoxicity %: further read-out of MT stabilizer, marked with its call; toxicity, %; measured here: cytotoxicity by cell density;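 0% = mean cell density of plate MIN control wells and 100% = no cells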
Autophagy HCS cell loss 18 h: recorded beside Autophagy HCS, whose call it bears; toxicity, %; measured here: cell loss, nuclei count;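 cell loss after 18 h compound exposure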
Active calls of the source: *; i = inactive; . = not tested or not shown. Compounds were not picked by outcome, and some 4% of all compounds hit somewhere here.

cpd	SMILES	bCat nuc transl	bCat nuc transl cell count 5 µM	XIAP antagonists	Dynein transport	Dynein transport cytoplasmic EGFP	Dynein transport nuclear GR-EGFP	Dynein transport cell count	Lipid droplet	Lipid droplet cells 6.5 µM	CSM14.1 death rescue	MT stabilizer	MT stabilizer Hoechst-high %	MT stabilizer cytotoxicity %	Insulin prom up	Insulin prom up cell count	WT yeast gro inh	WT yeast gro inh mutant strain	Autophagy HCS	Autophagy HCS cell loss 18 h
1	Nc1ccccc1SCc1c(Cl)cccc1Cl	0.4	1304	.	-0.15	-0.19	-0.37	0.093	11	692	.	.	.	.	-0.22	1106	.	.	.	.
2	COc1ccc(S(=O)(=O)c2nnn(-c3cccc(OC)c3)c2N)cc1	-1.0	1098	-6.9%	-1.3	-0.29	-0.84	1.4	-9	728	-0.2%	3.1	1.7	4.8	0.44	1299	-17	-10	i	6
3	Fc1ccc(OCCCCCN2CCCC2)cc1	-1.3	1383	-3.3%	-0.16	-0.17	0.63	0.24	.	.	-0.3%	2.7	2.2	9.4	0.13	1405	1	-2	i	-23
4	COc1ccccc1NCC(=O)Nc1cc(S(=O)(=O)N2CCOCC2)ccc1N1CCOCC1	-2.1	1036	-3.7%	-0.7	-0.29	-0.27	0.72	-3	638	-0.5%	2.2	2.0	2.7	-0.19	1382	-9	-12	i	-2
5	COc1cc(CN(C)C)cc(C=O)c1O	0.4	1029	-4.2%	-1.5	-0.31	-0.39	1.8	3	671	0.5%	1.8	2.2	8.0	0.52	1483	-11	-2	i	-3
6	Cc1cccc(NS(=O)(=O)c2cccc([N+](=O)[O-])c2)n1	-0.5	993	-5.9%	1.5	-0.21	0.62	-0.29	-9	699	-0.9%	2.3	2.1	3.8	0.34	1430	-9	7	i	19
7	COC(=O)c1ccc2c(c1)NC(=O)C(N1CCCC1)S2 (stereo not drawn)	-0.8	982	-5.1%	-0.36	-0.18	0.072	-0.17	.	.	-2.3%	5.0	2.6	3.2	0	1249	-10	0	i	-6
8	CN(C)C(=S)NC(=O)C12CC3CC(C)(CC(C)(C3)C1)C2	1.4	1266	.	0.36	-0.26	0.047	-0.36	12	783	.	.	.	.	-0.31	1131	.	.	.	.
9	O=C(Nn1cnc2ccccc2c1=O)c1ccccc1[N+](=O)[O-]	-0.3	1119	-4.0%	0.11	-0.031	0.17	0.52	20	710	-0.7%	2.3	2.4	7.9	0.08	1117	-9	-29	i	12
10	CCN1CCN(c2ccc(NC(=O)CCc3c(C)nc4c(-c5ccc(F)cc5)c(C)nn4c3C)cc2)CC1	0.7	1147	-21%	-0.47	-0.16	-0.0034	0.59	-8	680	-11%	1.9	2.1	9.7	-0.68	1320	22	14	i	17
11	O=[N+]([O-])c1ccc(COc2ccc(Br)cc2CN2CCOCC2)cc1	-5.4	1073	-4.8%	0.6	-0.33	0.32	0.85	7	711	-1.5%	6.0	1.7	4.9	-2.4	1369	-7	7	i	-18
12	O=C(c1nnc(Cc2ccc(Cl)cc2)o1)N1CCOCC1	4.2	570	-1.5%	-0.85	-0.27	0.11	0.8	-1	700	-3.2%	2.7	2.1	5.8	0.55	1271	9	10	i	17
13	CCCOc1ccc(N2C(=O)CC(SC(=NCC)Nc3cccc(F)c3)C2=O)cc1 (stereo not drawn)	1.0	1106	-4.3%	1.2	-0.25	0.6	-1.2	-35	622	-1.8%	3.9	1.9	8.6	0.13	1116	11	9	i	0
14	COc1ccccc1C(=O)N1CCNC(=O)C1CC(=O)Nc1cccc(C)c1 (stereo not drawn)	-4.0	1207	-7.8%	-0.46	-0.086	-0.22	0.48	14	763	-0.9%	3.0	1.8	7.6	.	.	-5	-35	i	-2
15	COC(=O)c1cccnc1Oc1ccccc1	0.0	1357	.	-0.063	-0.3	-0.061	1	0	687	.	.	.	.	0.32	1180	.	.	.	.
16	CCCC(=O)NC(=S)Nc1cccc2c(O)cccc12	-9.7	1092	-4.9%	-0.77	-0.26	0.14	0.81	21	699	11%	3.4	4.4	4.7	-0.5	1582	-5	8	i	2
17	CCOc1ccc(OCc2ccc(C(=O)N(CC)CC)cc2)cc1	-1.9	950	-3.1%	0.043	-0.32	0.68	0.06	-14	689	2.1%	4.6	2.8	1.2	-0.11	1539	12	9	i	12
18	[O-]c1n[n+](-c2ccc(Cl)cc2Cl)cc2ccccc12	2.0	963	-11%	-0.73	-0.15	-0.32	-0.098	4	699	-1.6%	3.0	2.2	5.2	0.19	1459	1	7	i	41
19	COc1ccc(NC(=O)c2cc(OC)c(OC)c(OC)c2Br)cc1OC	1.7	494	-3.5%	-0.3	-0.24	-0.013	0.42	-7	577	1.8%	2.9	1.7	5.3	0.2	1317	14	12	i	0
20	O=C(CCC(=O)N1CCCc2ccccc21)N1CCN(S(=O)(=O)c2ccccc2)CC1	.	.	-2.0%	-0.99	0.46	-0.17	1.5	.	.	1.3%	3.9	3.1	9.5	.	.	13	20	i	-4
21	CC(=O)Nc1cccc(/C(C)=N\NC(=O)c2ccc(Cn3nc([N+](=O)[O-])c(Cl)c3C)o2)c1	0.9	962	-22%	-0.2	-0.23	-0.095	-0.1	35	558	-0.8%	4.2	2.9	4.4	.	.	-6	-10	i	-5
22	CCn1c(SCC(=O)NNC(=O)c2ccc(C)cc2)nnc1-c1ccco1	-1.1	1559	-8.4%	-0.72	-0.25	-0.0093	0.51	1	753	0.7%	3.5	2.4	9.7	0.23	1577	-11	-7	i	-11
23	Cc1cc2c(cc1C)-c1c(ssc1=Nc1ccc(S(N)(=O)=O)cc1)C(C)(C)N2	-0.1	535	-1.5%	-0.0026	-0.24	0.13	0.4	6	680	-1.1%	3.4	2.8	5.2	.	.	1	-6	i	-43
24	CC1(c2nnc(-c3ccc(Cl)cc3)o2)CC(c2ccc([N+](=O)[O-])cc2)=NO1 (stereo not drawn)	-2.2	1422	.	-0.0041	-0.66	0.16	-0.34	3	580	.	.	.	.	0.88	952	.	.	.	.
25	COc1ccc(OCCNC(=O)c2cccc(Oc3ccc(C(F)(F)F)cc3[N+](=O)[O-])c2)cc1	4.0	1119	-1.9%	0.34	-0.23	0.33	0.2	-5	662	-2.4%	1.8	2.0	12	-0.54	1411	6	1	i	-3

In a second layout: 7 of the compounds above
19: COc1ccc(NC(=O)c2cc(OC)c(OC)c(OC)c2Br)cc1OC
20: O=C(CCC(=O)N1CCCc2ccccc21)N1CCN(S(=O)(=O)c2ccccc2)CC1
21: CC(=O)Nc1cccc(/C(C)=N\NC(=O)c2ccc(Cn3nc([N+](=O)[O-])c(Cl)c3C)o2)c1
22: CCn1c(SCC(=O)NNC(=O)c2ccc(C)cc2)nnc1-c1ccco1
23: Cc1cc2c(cc1C)-c1c(ssc1=Nc1ccc(S(N)(=O)=O)cc1)C(C)(C)N2
24: CC1(c2nnc(-c3ccc(Cl)cc3)o2)CC(c2ccc([N+](=O)[O-])cc2)=NO1 (stereo not drawn)
25: COc1ccc(OCCNC(=O)c2cccc(Oc3ccc(C(F)(F)F)cc3[N+](=O)[O-])c2)cc1
Screen / compound no. | 19 | 20 | 21 | 22 | 23 | 24 | 25
bCat nuc transl | 1.7 | . | 0.9 | -1.1 | -0.1 | -2.2 | 4.0
bCat nuc transl cell count 5 µM | 494 | . | 962 | 1559 | 535 | 1422 | 1119
XIAP antagonists | -3.5% | -2.0% | -22% | -8.4% | -1.5% | . | -1.9%
Dynein transport | -0.3 | -0.99 | -0.2 | -0.72 | -0.0026 | -0.0041 | 0.34
Dynein transport cytoplasmic EGFP | -0.24 | 0.46 | -0.23 | -0.25 | -0.24 | -0.66 | -0.23
Dynein transport nuclear GR-EGFP | -0.013 | -0.17 | -0.095 | -0.0093 | 0.13 | 0.16 | 0.33
Dynein transport cell count | 0.42 | 1.5 | -0.1 | 0.51 | 0.4 | -0.34 | 0.2
Lipid droplet | -7 | . | 35 | 1 | 6 | 3 | -5
Lipid droplet cells 6.5 µM | 577 | . | 558 | 753 | 680 | 580 | 662
CSM14.1 death rescue | 1.8% | 1.3% | -0.8% | 0.7% | -1.1% | . | -2.4%
MT stabilizer | 2.9 | 3.9 | 4.2 | 3.5 | 3.4 | . | 1.8
MT stabilizer Hoechst-high % | 1.7 | 3.1 | 2.9 | 2.4 | 2.8 | . | 2.0
MT stabilizer cytotoxicity % | 5.3 | 9.5 | 4.4 | 9.7 | 5.2 | . | 12
Insulin prom up | 0.2 | . | . | 0.23 | . | 0.88 | -0.54
Insulin prom up cell count | 1317 | . | . | 1577 | . | 952 | 1411
WT yeast gro inh | 14 | 13 | -6 | -11 | 1 | . | 6
WT yeast gro inh mutant strain | 12 | 20 | -10 | -7 | -6 | . | 1
Autophagy HCS | i | i | i | i | i | . | i
Autophagy HCS cell loss 18 h | 0 | -4 | -5 | -11 | -43 | . | -3
